Rab7 wt modul: alters GTP binding to wildtype dog Rab7; GST-Rab7 beads, fluorescent GTP binding, flow cytometry; actives lie on both sides; untreated = 100%, excess cold GTP = 0%; GTP binding activity (percent of control), % at 10 µM; 0.055% of 190,000 active;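 active means fluorescent GTP binding to Rab7 beads changed by at least 20 points from the 100% baseline, either direction, mostly lower; inconclusive means compound itself probably fluorescent, or too few beads counted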;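 further: median green fluorescence of bound Bodipy-FL-GTP per Rab7 bead population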
Cdc42 wt GTP: modulators (inhibitors or activators) of GTP binding to human Cdc42 wildtype. 0.2% of 190,000 active. GST-Cdc42 beads, Bodipy-GTP binding, flow cytometry; actives lie on both sides. AID 761. percent activity (GTP binding), % at 10 µM. P60953;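 active means percent activity GTP binding at least 20 points away from the 100% baseline, either down as inhibitor or up as activator; inconclusive means compound flagged as likely green fluorescent from well-wide comparison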;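 further: median bead fluorescence of bound Bodipy-FL-GTP at 100 nM; 0% = excess unlabeled GTP control and 100% = no compound control; below 100% means less GTP binding so inhibitor and above means activator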
Target sequence (P60953 whole entry, looked up): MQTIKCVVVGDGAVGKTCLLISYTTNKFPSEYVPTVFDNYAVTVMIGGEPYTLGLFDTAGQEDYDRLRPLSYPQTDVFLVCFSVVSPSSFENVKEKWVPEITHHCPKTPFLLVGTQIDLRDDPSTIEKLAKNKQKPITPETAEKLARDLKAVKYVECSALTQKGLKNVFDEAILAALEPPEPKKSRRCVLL
Avidin bead fluor: compound fluoresces at 488/530 nm on avidin beads | compound fluorescence 488/530 nm, flow cytometry; active compounds read high | fluorescence (KMESF) at 10 µM | 0.38% of 220,000 active | AID 1775; in the data active means fluorescence above about 47; further: inactives centre near 10
Pf gametocyte: P. falciparum stage V gametocyte viability inhibition; P. falciparum stage V gametocytes, ATP luminescence, 24 h; inhibition, % at 10.9 µM; 0.065% of 150,000 active; AID 743093;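 active means inhibition above the mean plus 3 SD of compounds within the control limits, set per campaign, cut at about 38% in these data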;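 further: 0% = DMSO wells and 100% = medium only without gametocytes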
HRas wt GTP: human HRas wildtype GTP binding, change in either direction; GST-Ras wt beads, Bodipy-FL-GTP binding, flow cytometry; actives lie on both sides; GTP binding activity, % at 10 µM; 0.14% of 190,000 active;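 active means GTP binding activity at least 20% away from the 100% baseline, either lowered as inhibitor or raised as activator; inconclusive means flagged as likely green fluorescent, judged across all proteins in the well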;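 further: 0% = unlabeled GTP competition control and 100% = no-compound control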
Target sequence (P01112 whole entry, looked up): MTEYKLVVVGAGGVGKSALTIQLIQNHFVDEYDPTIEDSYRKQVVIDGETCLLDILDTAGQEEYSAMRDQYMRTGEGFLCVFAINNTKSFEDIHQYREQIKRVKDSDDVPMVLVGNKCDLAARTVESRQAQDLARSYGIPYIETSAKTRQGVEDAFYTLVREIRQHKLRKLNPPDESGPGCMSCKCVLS
Rab2 wt GTP: changes GTP binding to wildtype dog Rab2A, up or down; P61105; GST-Rab2 wt beads, Bodipy-GTP binding, flow cytometry; GTP binding activity, % at 10 µM; 0.19% of 190,000 active;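 active means GTP binding activity at least 20 points away from 100%, either lowered or raised; inconclusive means signal likely due to the compound's own green fluorescence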;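 further: 0% = beads with excess unlabeled GTP and 100% = no-compound control corrected for plate trend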
ABCG2 inh: human ABCG2 inhibition, ABCB1 as counter-screen | inhibition, % at 6.6 µM | 0.1% of 190,000 active | Q9UNQ0 | IgMXP3 cells, JC-1 efflux, flow cytometry;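 active means inhibition above 80%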;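 further: 0% = DMSO and 100% = nicardipine control wells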
Target sequence (Q9UNQ0 whole entry, looked up): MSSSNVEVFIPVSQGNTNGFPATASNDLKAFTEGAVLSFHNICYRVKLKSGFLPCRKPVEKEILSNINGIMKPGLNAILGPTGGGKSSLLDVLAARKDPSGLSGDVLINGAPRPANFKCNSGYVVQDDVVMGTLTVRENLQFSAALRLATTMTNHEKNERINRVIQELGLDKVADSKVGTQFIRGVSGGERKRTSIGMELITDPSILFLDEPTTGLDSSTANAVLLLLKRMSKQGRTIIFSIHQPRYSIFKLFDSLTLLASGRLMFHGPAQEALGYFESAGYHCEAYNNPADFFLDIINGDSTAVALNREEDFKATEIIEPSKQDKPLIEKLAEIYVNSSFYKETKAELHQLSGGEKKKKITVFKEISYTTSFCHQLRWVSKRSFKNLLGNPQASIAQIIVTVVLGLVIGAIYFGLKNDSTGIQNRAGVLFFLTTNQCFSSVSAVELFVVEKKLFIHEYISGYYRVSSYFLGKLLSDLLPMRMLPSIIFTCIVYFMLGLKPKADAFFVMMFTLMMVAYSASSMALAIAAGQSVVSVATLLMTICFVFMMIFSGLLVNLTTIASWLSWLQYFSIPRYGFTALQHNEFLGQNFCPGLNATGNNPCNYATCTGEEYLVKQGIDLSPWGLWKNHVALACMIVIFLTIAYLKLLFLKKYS
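Test system: IgMXP3 cells (ABCG2) mixed with DDAO far-red-labelled CCRF-Adr cells (ABCB1). Reagent: JC-1 transporter substrate. Compound dosing: single test compound dose, 6.6 µM final. Times: 10 min compound exposure, 25 °C. Detection: flow cytometry of retained JC-1 fluorescence. Read-out basis: efflux inhibition in percent versus controls. Controls: nicardipine and DMSO wells.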
Rac1 wt modul: modulators of human Rac1 wildtype GTP binding; P63000; GST-Rac1 beads, fluorescent GTP binding, flow cytometry; actives lie on both sides; 0 = cold GTP competed, 100 = untreated; GTP binding activity (% of control), % at 10 µM; 0.27% of 190,000 active;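 active means GTP binding activity at least 20 points away from the 100% control level, either lower or higher; inconclusive means compound flagged as likely green fluorescent, judged across all proteins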
Rac1 mut GTP: modulators of GTP binding to human Rac1 activated mutant. P63000. GST-Rac1 activated beads, fluorescent GTP binding, flow cytometry; actives lie on both sides; 100% means binding = to untreated wells. percent activity (GTP binding), % at 10 µM. 0.11% of 190,000 active;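 active means GTP binding at least 20 percentage points away from the 100% baseline, in either direction, so actives lie on both sides; inconclusive means Compound likely fluorescent itself, or too few beads counted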
Mcl1 Noxa PPI: disrupts binding of human Mcl-1 to Noxa peptide; 1.5% of 220,000 active; inhibition, % at 21.7 µM; AID 1022; TR-FRET Mcl-1/Noxa peptide binding, 2 h; Q07820;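 active means compounds that cut the protein-peptide binding signal by more than 50% relative to plate controls in a single-dose test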;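 further: His-tagged Mcl-1 with rhodamine Noxa BH3 peptide and terbium anti-His antibody; 0% = Mcl-1 plus Noxa peptide wells and 100% = peptide-only wells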
ABCB1 inh: inhibitors of human ABCB1 transporter, ABCG2 counter-screen | CCRF-Adr cells, JC-1 efflux, flow cytometry | inhibition, % at 6.6 µM | 0.067% of 190,000 active; in the data active means inhibition above about 40%;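 further: 0% = vehicle and 100% = reference inhibitor; higher value means more JC-1 retained so stronger ABCB1 efflux block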
* = called active by the depositor; ? = inconclusive; nt = not tested or not shown.

SMILES	Rab7 wt modul	Cdc42 wt GTP	Avidin bead fluor	Pf gametocyte	HRas wt GTP	Rab2 wt GTP	ABCG2 inh	Rac1 wt modul	Rac1 mut GTP	Mcl1 Noxa PPI	ABCB1 inh
COc1cccc(C2C(C#N)=C(N)N(c3ncn[nH]3)C3=C2C(=O)CCC3)c1 (stereo unspecified)	97	103	2	5	100	96	4	101	99	1	0.8
CS(=O)(=O)N1Cc2ccccc2CC1C(=O)OCC(=O)Nc1ccc2ccccc2c1 (stereo unspecified)	100	103	6	26	98	97	1	99	97	31	0.0
CC(C)(C)c1ccc(C(=O)NCC(=O)OCC(=O)Nc2ccccc2[N+](=O)[O-])cc1	101	96	3	-4	97	99	6	99	99	-15	2.4
COc1cc(/C=C(\C#N)C(=O)NCC2CCCO2)ccc1OCC(N)=O (stereo unspecified)	99	94	6	1	97	97	0	95	94	-2	0.0
O=C(c1ccc(S(=O)(=O)Nc2ccc(F)cc2)cc1)N1CCN(C(=O)c2ccco2)CC1	97	98	13	nt	98	99	3	96	96	23	0.3
Cc1ccccc1C(=O)Nc1ccccc1Sc1ccccc1	98	100	4	nt	99	99	7	102	97	2	2.4
CC1CCN(C(=O)COc2ccccc2F)CC1	99	98	28	nt	98	98	1	102	99	8	0.4
COc1ccc(C)cc1Cn1c(S(C)(=O)=O)nc2ccccc21	102	99	13	nt	101	98	0	99	97	13	0.1
CC(=O)ON1C(C)(C)Cc2noc(N)c2C1(C)C	99	105	12	nt	104	104	0	105	101	2	-0.6
CCN1CCN(C(=O)c2ccc(Sc3ccccc3Cl)c([N+](=O)[O-])c2)CC1	96	104	14	11	100	100	3	105	102	10	nt
O=C(CSCc1ccc(Cl)cc1)NN=C1CCCCCC1	101	99	12	nt	100	100	1	104	97	-20	0.1
Cn1nc(C(=O)Nc2sccc2C(N)=O)ccc1=O	95	99	19	-7	96	94	1	98	98	40	0.1
CN(C)C(=O)N1CCCC(C(=O)NCCc2ccccc2)C1 (stereo unspecified)	100	97	33	-28	97	97	2	96	94	16	0.2
Cc1cc(C)nc(N2CCN(c3nnnn3-c3ccccc3)CC2)n1	96	96	8	nt	95	91	-2	94	91	-11	-2.0
COCCSc1ccccc1C(=O)Nc1nnc(C)s1	101	105	15	nt	103	102	0	108	101	26	3.8
Cc1csc(SCc2ccc(C(=O)O)cc2)n1	103	103	5	6	101	102	0	100	98	-2	-0.1
Cc1nc(NCC2CC2)c2nnn(Cc3ccccc3)c2n1	101	103	11	-4	100	100	4	114	100	18	0.6
NC(=O)COC(=O)/C=C/c1ccc(S(=O)(=O)N2CCCCCC2)cc1	105	97	10	1	98	99	7	96	96	12	0.7
CCOc1ccccc1Nc1nc2ccccc2[nH]1	94	99	16	nt	98	97	7	97	96	1	0.6
c1ccc(CSc2ncnc3c2sc2nc(N4CCOCC4)c4c(c23)CCCC4)cc1	101	103	14	nt	101	99	-1	104	97	-97	-0.1

Some of these compounds in order of the Rac1 mut GTP value, high to low.
compound	Rab7 wt modul	Cdc42 wt GTP	Avidin bead fluor	HRas wt GTP	Rab2 wt GTP	Rac1 wt modul	Rac1 mut GTP	Mcl1 Noxa PPI
Cc1nc(NCC2CC2)c2nnn(Cc3ccccc3)c2n1	101	103	11	100	100	114	100	18
O=C(CSCc1ccc(Cl)cc1)NN=C1CCCCCC1	101	99	12	100	100	104	97	-20
Cc1cc(C)nc(N2CCN(c3nnnn3-c3ccccc3)CC2)n1	96	96	8	95	91	94	91	-11

Next section
SMILES	Rab7 wt modul	Cdc42 wt GTP	Avidin bead fluor	Pf gametocyte	HRas wt GTP	Rab2 wt GTP	ABCG2 inh	Rac1 wt modul	Rac1 mut GTP	Mcl1 Noxa PPI	ABCB1 inh
O=C(O)CNS(=O)(=O)/C=C/c1ccccc1	96	93	8	11	96	92	0	97	95	-1	0.1
Nc1nc(SCC(=O)N2CCCc3ccccc32)[nH]c(=O)c1-c1ccccc1	100	99	11	-11	98	101	7	99	96	1	1.1
CC(OC(=O)c1cccc(N2C(=O)c3ccccc3C2=O)c1)C(=O)Nc1ccc(N(C)C)cc1 (stereo unspecified)	96	100	13	4	100	98	5	103	100	76*	0.3
CCc1ccc(-c2ccc(SCC(=O)NCC3CCCO3)nn2)cc1 (stereo unspecified)	96	97	11	-24	97	97	4	100	96	14	0.0
CC1CCCCN1C(=O)COC(=O)/C=C/c1ccc2ccccc2n1 (stereo unspecified)	109	101	11	-2	101	103	24	100	101	20	0.7
Cc1ccc2cccc(OCC(=O)N3CC(C)CC(C)C3)c2n1 (stereo unspecified)	?	?	22	-1	?	?	2	?	?	1	-0.1
Cc1ccc(CNC(=O)CCc2ccc(S(=O)(=O)NCC(C)C)cc2)cc1	101	96	9	nt	96	97	2	95	92	7	0.0
Cc1oc(-c2ccc(Cl)cc2)nc1CN1CCCC(C(=O)N2CCN(C(=O)c3ccco3)CC2)C1 (stereo unspecified)	100	103	7	nt	103	102	3	108	104	10	0.6
O=C(NNC(=O)C1CCN(Cc2ccccc2)CC1)c1cccs1	100	98	6	nt	97	98	2	100	94	1	0.6
c1ccc(-c2nnc(SCc3nc4ccccc4[nH]3)n2Cc2ccco2)cc1	100	100	36	nt	100	99	4	101	99	11	1.1
Cc1cc2oc(=O)cc(CSc3nnc(-c4cccs4)o3)c2cc1C(C)C	98	100	16	-14	99	98	-12	100	99	7	-1.7
CC(C)NC(=S)N1CCN(c2ncccn2)CC1	104	100	3	10	102	100	20	103	101	23	0.6
Cc1onc(-c2ccccc2)c1C(=O)N1CCC(C)CC1	97	96	4	nt	98	97	7	99	96	3	1.8
CCOc1ccc(C(=O)NC(C(=O)NCc2ccccc2OC)C(C)C)cc1 (stereo unspecified)	103	102	9	-4	101	101	8	100	99	3	5.0
O=C(N/N=C/c1ccccc1OC(=O)c1ccc2c(c1)OCO2)c1cccc(F)c1	94	94	13	17	94	92	24	94	93	5	1.6
CCN1N=C(c2cc(Cl)sc2Cl)CSC1=O	93	94	18	nt	91	89	-1	93	91	4	-0.3
C=CCNC(=O)c1ccc(C2SCC(=O)N2Cc2ccccc2)cc1 (stereo unspecified)	103	97	9	-11	97	99	0	98	96	2	0.1
N=C1/C(=C/c2cccn2Cc2ccc(Cl)cc2)C(=O)N=C2SC=CN12	97	96	10	-20	98	97	-1	102	99	36	0.9
O=C(CSc1nc(-c2ccc(F)cc2)cc(C(F)(F)F)n1)NCCN1CCOCC1	98	101	6	nt	100	99	9	108	100	2	1.5
O=C(Nc1ccc(Cl)cn1)Nc1cccs1	101	102	7	nt	101	101	2	102	99	-4	0.1
CN1c2ccccc2C(C)(C)C12CCCC(=O)N2 (stereo unspecified)	97	99	13	nt	97	96	7	100	99	17	0.8
CCCOc1ccc2c(C)c(CC(=O)OC)c(=O)oc2c1	97	97	41	-15	96	95	2	97	95	11	0.3
Cc1ccccc1-c1n[nH]c(=S)n1/N=C/c1ccc(-c2ccccc2Br)o1	108	99	9	-15	101	98	-1	101	96	0	2.5
O=C(CCCc1nc(-c2ccccc2)no1)N1CCOCC1	94	95	3	11	96	97	1	99	97	27	0.1
O=C1COc2ccc(C(=O)c3ccccc3C(=O)NCc3ccccc3)cc2N1	102	103	10	7	101	100	nt	104	100	7	nt
COC(=O)c1nn(-c2ccccc2)c(Sc2ccc(Br)cc2)c1/C=N/O	97	102	8	nt	102	99	10	100	98	14	2.5
COc1ccc(C(C(=O)NC2CCCCC2)N(Cc2ccco2)C(=O)CNC(=O)c2ccco2)cc1 (stereo unspecified)	98	98	21	20	100	96	2	101	97	-11	0.6
NNC(=O)c1sc(-c2ccccc2)cc1N	97	96	9	-3	99	94	-2	101	97	16	0.2
Cc1ccc(NC(=O)NCc2c(C)nn(C)c2C)cc1Cl	100	99	16	-6	98	100	6	93	96	3	1.2
CC(=O)Nc1ccc(C(=O)OCC(=O)N(Cc2ccccc2)C(C)(C)C)cc1	96	98	7	19	96	98	12	102	98	5	1.7
CCCCOC(=O)Nc1ccc(C(N)=O)cc1	98	102	18	1	102	99	41	105	98	12	0.5
COC(=O)c1sc(-c2ccccc2)cc1NC(=O)c1ccc(OC)cc1	94	97	4	18	97	95	-9	101	93	-32	-0.5
CCn1c(SC(C)C)nnc1-c1cc(-c2ccccc2)sc1N	99	96	6	-3	99	99	18	100	98	35	1.6
O=C(CCC1CCCCC1)NNC(=O)NC12CC3CC(CC(C3)C1)C2	101	105	14	nt	102	101	5	101	98	-14	0.5
CCOC(=O)CC(=O)CSc1nc(-c2ccccc2)cc(-c2ccccc2)c1C#N	101	101	13	-1	101	100	0	105	101	-66	0.0
c1ccc(Cn2nnc3c(N4CCC5(CC4)OCCO5)ncnc32)cc1	102	104	36	-5	101	102	-1	108	101	18	-0.1
CC(C)(C)C(=O)COC(=O)c1ccc(O)cc1	101	98	21	nt	95	97	4	95	96	-5	0.8
Cc1nc2ccc(NC(=O)Cc3cccc(F)c3)cc2s1	93	94	9	-13	92	94	5	95	95	7	0.4

By substructure: those above containing a thiophene ring, fused or not (nine)
SMILES	Rab7 wt modul	Cdc42 wt GTP	Avidin bead fluor	Pf gametocyte	HRas wt GTP	Rab2 wt GTP	ABCG2 inh	Rac1 wt modul	Rac1 mut GTP	Mcl1 Noxa PPI	ABCB1 inh
Cn1nc(C(=O)Nc2sccc2C(N)=O)ccc1=O	95	99	19	-7	96	94	1	98	98	40	0.1
c1ccc(CSc2ncnc3c2sc2nc(N4CCOCC4)c4c(c23)CCCC4)cc1	101	103	14	nt	101	99	-1	104	97	-97	-0.1
O=C(NNC(=O)C1CCN(Cc2ccccc2)CC1)c1cccs1	100	98	6	nt	97	98	2	100	94	1	0.6
Cc1cc2oc(=O)cc(CSc3nnc(-c4cccs4)o3)c2cc1C(C)C	98	100	16	-14	99	98	-12	100	99	7	-1.7
CCN1N=C(c2cc(Cl)sc2Cl)CSC1=O	93	94	18	nt	91	89	-1	93	91	4	-0.3
O=C(Nc1ccc(Cl)cn1)Nc1cccs1	101	102	7	nt	101	101	2	102	99	-4	0.1
NNC(=O)c1sc(-c2ccccc2)cc1N	97	96	9	-3	99	94	-2	101	97	16	0.2
COC(=O)c1sc(-c2ccccc2)cc1NC(=O)c1ccc(OC)cc1	94	97	4	18	97	95	-9	101	93	-32	-0.5
CCn1c(SC(C)C)nnc1-c1cc(-c2ccccc2)sc1N	99	96	6	-3	99	99	18	100	98	35	1.6
